TIM10 inh – inhibits growth of TIM10 yeast strain; S. cerevisiae TIM10 strain growth, BacTiter-Glo luminescence, 24 h; inhibition, % at 10 µM; 330,000 compounds, 1.4% hits;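 active = inhibition of 40% or more at the single tested concentration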;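 note: wild-type TIM10 isogenic control strain grown at permissive 25 °C; 0% = DMSO yeast wells and 100% = minimal medium wells without yeast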
hIAP block – blocks human intestinal alkaline phosphatase; P09923; purified IAP, CDP-Star luminescence, 30 min; inhibition, % at 10 µM; 330,000 compounds, 0.12% hits; AID 2544;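 active = inhibition reaching a set limit with compound at 10 µM in the primary screen, cut at about 35% in these data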;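 note: plate controls were DMSO wells with enzyme for no effect and no-enzyme buffer wells for full effect; values of inactives mirror those of a sister screen read the other way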
mIAP act – mouse IAP activation | AID 2805 | 330,000 compounds, 0.24% hits | muIAP, CDP-Star luminescence, 30 min; stronger effect = higher value; 1 = vehicle-only enzyme signal, 0 = enzyme-free wells | activation factor at 10 µM;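 active = activation factor of at least 2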; note: the source names both 10 and 20 µM as test concentration; values of inactives mirror those of a sister screen read the other way
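Assay system: mouse IAP enzyme; reagent: chemiluminescent substrate CDP-Star; dosing: test compounds delivered from DMSO solution; schedule: 30 min at room temperature; measured by: luminescence from enzymatic CDP-Star hydrolysis; controls: DMSO-only wells and no-enzyme negative control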
NLRP3 yeast inh – blocks the NALP3 inflammasome reconstituted in yeast; Yeast reconstituted NLRP3/ASC/caspase-1, beta-gal luminescence, 24 h; AID 2825; 330,000 compounds, 0.39% hits; inhibition, % at 10 µM;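 active = inhibition of 50% or more; inactive = inhibition below 50%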;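 note: plate controls were induced DMSO wells for no effect and uninduced yeast grown without galactose for full effect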
Apaf-1 inh – inhibitors of human Apaf-1 apoptosome | O14727 | reconstituted apoptosome caspase-3 activity, DEVD-Rh110 fluorescence | inhibition, % at 20 µM | 330,000 compounds, 0.71% hits | AID 489030; active = inhibition of at least 40% at 20 µM;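 note: plate controls were DMSO wells for no effect and DEVD-CHO caspase inhibitor wells for full effect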
Target sequence (O14727 whole entry, looked up): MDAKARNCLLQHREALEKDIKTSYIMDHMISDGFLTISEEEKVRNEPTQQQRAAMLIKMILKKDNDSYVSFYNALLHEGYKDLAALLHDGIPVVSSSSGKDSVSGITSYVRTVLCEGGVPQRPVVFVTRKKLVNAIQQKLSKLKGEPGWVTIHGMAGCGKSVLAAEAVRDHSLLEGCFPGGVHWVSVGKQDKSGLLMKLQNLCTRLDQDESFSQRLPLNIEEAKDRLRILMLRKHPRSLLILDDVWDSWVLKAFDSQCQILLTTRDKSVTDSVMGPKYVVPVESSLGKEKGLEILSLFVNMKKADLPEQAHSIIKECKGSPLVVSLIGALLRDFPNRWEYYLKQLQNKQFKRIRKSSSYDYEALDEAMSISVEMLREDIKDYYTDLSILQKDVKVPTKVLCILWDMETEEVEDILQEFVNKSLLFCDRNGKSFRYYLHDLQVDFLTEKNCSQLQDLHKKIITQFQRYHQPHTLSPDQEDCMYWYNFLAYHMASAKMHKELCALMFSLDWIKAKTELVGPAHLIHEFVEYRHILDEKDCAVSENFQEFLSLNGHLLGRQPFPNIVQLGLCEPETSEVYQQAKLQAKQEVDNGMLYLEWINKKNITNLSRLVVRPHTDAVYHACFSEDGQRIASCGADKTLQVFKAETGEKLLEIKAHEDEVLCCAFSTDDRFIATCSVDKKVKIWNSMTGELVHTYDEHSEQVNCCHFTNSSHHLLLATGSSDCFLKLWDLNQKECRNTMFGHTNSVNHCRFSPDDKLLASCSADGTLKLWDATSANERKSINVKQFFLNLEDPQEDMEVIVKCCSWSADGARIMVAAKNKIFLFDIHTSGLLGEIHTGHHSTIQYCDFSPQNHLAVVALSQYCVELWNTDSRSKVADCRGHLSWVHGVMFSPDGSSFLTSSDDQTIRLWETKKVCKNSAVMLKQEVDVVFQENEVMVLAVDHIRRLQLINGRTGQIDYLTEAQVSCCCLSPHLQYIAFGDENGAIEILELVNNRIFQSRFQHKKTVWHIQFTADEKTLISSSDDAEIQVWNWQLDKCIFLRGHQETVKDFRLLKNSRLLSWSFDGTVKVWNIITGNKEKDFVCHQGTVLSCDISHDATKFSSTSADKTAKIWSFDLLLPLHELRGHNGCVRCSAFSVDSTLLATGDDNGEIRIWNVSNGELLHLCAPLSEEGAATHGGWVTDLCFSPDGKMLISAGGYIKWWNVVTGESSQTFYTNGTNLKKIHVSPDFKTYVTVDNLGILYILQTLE
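Material: reconstituted apoptosome with Apaf-1, cytochrome c, caspase-9, procaspase-3, dATP; medium: pH 7.5 Hepes buffer with CHAPS, BSA, DTT; also added: cytochrome c and DEVD-Rh110 substrate; timing: 30 min plus 50 min, RT; signal: Rh110 fluorescence intensity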
ATG4B inhibitor – ATG4B (human) cysteine protease inhibition | inhibition, % at 8.33 µM | ATG4B cleavage of LC3-PLA2, NBD-HPC fluorescence, 1 h | 340,000 compounds, 0.51% hits; in the data active = inhibition above about 40%
tim10-1 inh – inhibits growth of tim10-1 mutant yeast; AID 463190; inhibition, % at 20 µM; S. cerevisiae tim10-1 ts strain growth, BacTiter-Glo, 24 h; 330,000 compounds, 2.2% hits;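 active = inhibition of at least 40%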;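 note: mutant grown at 25 °C; 0% = DMSO wells with yeast and 100% = wells holding no yeast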
hIAP activ – increases human intestinal alkaline phosphatase activity | purified human IAP, CDP-Star luminescence, 30 min; stronger effect = higher value; 1 = vehicle-only enzyme, 0 = enzyme-free background | activation factor at 10 µM | 330,000 compounds, 0.16% hits;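 active = activation factor of the enzyme at least 2-fold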; note: the source names both 10 and 20 µM as test concentration; values of inactives mirror those of a sister screen read the other way
mIAP inh – mouse IAP inhibition; purified mouse IAP, CDP-Star luminescence, 30 min; inhibition, % at 10 µM; 330,000 compounds, 0.2% hits; AID 2806;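 active = inhibition of at least 40% at 10 µM in the primary screen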;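 note: plate controls were DMSO with enzyme for no effect and no enzyme wells for full effect; values of inactives mirror those of a sister screen read the other way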
* hit, by the source's call; / = not tested or not shown.

The line under a structure holds: TIM10 inh | hIAP block | mIAP act | NLRP3 yeast inh | Apaf-1 inh | ATG4B inhibitor | tim10-1 inh | hIAP activ | mIAP inh
- CC(=O)c1ccc(N2CCN(c3ccccc3O)CC2)c([N+](=O)[O-])c1
    7.3 | 22.8 | 0.817 | 31.2 | 13.8 | -2.2 | 24.6 | 0.772 | 18.3
- CC(C)OP(=O)(OC(C)C)C(Nc1ccccn1)c1ccc(F)cc1 (centres undefined)
    1.0 | 1.1 | 0.991 | -10.8 | 54.9* | -7.9 | 45.6* | 0.989 | 0.9
- Cc1ccc(SCC(=O)OCC(=O)NC2CCCCCCC2)cc1
    -5.3 | -5.0 | 0.979 | 6.4 | 12.4 | 3.1 | 11.4 | 1.05 | 2.1
- O=C(N/N=C/c1ccoc1)c1ccc(Cl)cc1
    -4.6 | 2.4 | 0.904 | 19.2 | -2.2 | -6.2 | -0.2 | 0.976 | 9.6
- CCOC(=O)C1=C(COC(=O)/C=C/c2ccc(C)o2)NC(=O)NC1C (centres undefined)
    0.3 | 5.0 | 0.953 | 26.6 | 4.4 | 2.9 | 1.9 | 0.95 | 4.7
- CCN(CC)CCn1c(=S)[nH]c2cc(C(=O)NCc3ccc(C)cc3)ccc2c1=O
    -6.6 | -37.9 | 1.03 | 22.6 | 5.5 | -2.7 | -0.7 | 1.38 | -3.0
- Cc1ccccc1-c1nnc(SCc2ccccc2F)o1
    1.0 | -12.0 | 1.01 | 7.4 | 16.1 | 54.2* | 28.2 | 1.12 | -1.3
- Cc1cc(C(=O)N2CCCC(C(=O)c3cccc4ccccc34)C2)nc(C)n1 (centres undefined)
    -16.3 | -2.4 | 1.03 | -28.8 | 8.5 | -5.5 | -11.6 | 1.02 | -2.7
- O=C(CCS(=O)(=O)c1ccc(Br)cc1)N1CCN(Cc2ccccc2)CC1
    -15.7 | -16.5 | 0.919 | 11.4 | 3.7 | 2.0 | -1.2 | 1.17 | 8.1
- COc1ccc(Cn2nnnc2C(C(C)C)N2CCN(c3ccccc3OC)CC2)cc1 (centres undefined)
    22.6 | 29.1 | 0.972 | -16.4 | 18.0 | 4.6 | 34.1 | 0.709 | 2.8
- CCCS(=O)(=O)c1nc(S(=O)(=O)c2ccc(C)cc2)c(N2CCN(C)CC2)s1
    13.6 | 4.9 | 1.03 | 15.4 | 7.1 | -1.6 | 1.8 | 0.951 | -3.4
- Cc1ccc(OCc2nc(-c3ccc(Cl)cc3)n[nH]2)cc1
    24.4 | 14.9 | 0.834 | 39.4 | -6.8 | -10.0 | 5.6 | 0.851 | 16.6
- CCCN1CCC(CCOc2ccccc2)(C(=O)OCC)CC1
    -10.2 | -8.5 | 1.03 | 27.2 | -1.7 | 0.8 | -6.5 | 1.08 | -3.2
- CC(C)Oc1ccc(C(=O)Nc2ccc([N+](=O)[O-])cc2)cc1
    -0.9 | 13.2 | 0.93 | -6.4 | -20.5 | -5.7 | -2.3 | 0.868 | 7.0
- CSc1ncccc1C(=O)OCC(=O)N(CC(C)C)c1c(N)n(Cc2ccccc2)c(=O)[nH]c1=O
    11.1 | -23.9 | 0.942 | 23.6 | -10.6 | 5.8 | -4.8 | 1.24 | 5.8
- COc1cc(NC(=O)c2ccco2)ccc1NC(=O)C(C)C
    -4.6 | 8.5 | 1.08 | 14.3 | 11.1 | 7.6 | 5.0 | 0.915 | -7.6
- Cc1ccc(NC(=O)c2sc3ncn(CC(=O)N4CCN(c5ccccn5)CC4)c(=O)c3c2C)cc1F
    -16.7 | 0.2 | 0.972 | 5.3 | 0.7 | -14.8 | -16.1 | 0.998 | 2.8
- CCNC(=S)NC1CC2CCCC(C1)N2CCc1ccccc1 (centres undefined)
    -6.8 | 23.5 | 0.957 | 19.6 | -1.8 | -2.8 | -11.2 | 0.765 | 4.3
- CCN(C(=O)c1cn(C)c(=O)c2cc(OC)c(OC)cc12)c1ccccc1C
    6.5 | 17.0 | 0.988 | 0.2 | 0.8 | -15.0 | 14.4 | 0.83 | 1.2
- COc1ccc(NC(=O)CCNC(=O)Cn2cnc3sc4c(c3c2=O)CCCC4)cc1OC
    11.6 | -3.0 | 0.953 | 10.5 | 4.4 | -10.1 | -10.3 | 1.03 | 4.7
- CCN(CC(=O)NCc1ccc(Cl)cc1)C(=O)COc1cccc(Cl)c1
    -16.7 | -8.4 | 1.14 | 3.9 | 15.9 | 4.7 | 21.2 | 1.08 | -13.6
- Cc1ccc(-c2n[nH]c(=O)c3ccccc23)cc1S(=O)(=O)Nc1ccc(F)cc1
    -5.4 | 6.7 | 1.02 | 4.3 | -9.0 | -18.7 | -9.4 | 0.933 | -2.4
- CON(C)S(=O)(=O)c1cccc(C(=O)Oc2ccc(N(C)S(=O)(=O)c3ccccc3)cc2)c1
    7.6 | 10.2 | 0.969 | 8.1 | 6.9 | 4.3 | 12.3 | 0.898 | 3.1
- CCOC(=O)/C=C1\SCC(=O)N1CC(=O)Nc1ccc2c(c1)CCC2
    -12.1 | 4.9 | 1.08 | 19.9 | -12.6 | 2.9 | -6.0 | 0.951 | -8.4
- O=C(CCN1C(=O)S/C(=C\C=C\c2ccccc2)C1=O)Nc1ccc(O)cc1
    30.3 | -26.0 | 0.94 | 10.7 | 2.3 | -12.0 | 18.0 | 1.26 | 6.0
- COc1ccc(OC)c(Nc2nc(-c3sc(NC(=O)c4ccccc4)nc3C)cs2)c1
    12.2 | 10.3 | 0.889 | 12.6 | 3.4 | / | 16.1 | 0.897 | 11.1
- COc1ccc(CN(Cc2ccccn2)S(=O)(=O)c2ccc(-n3cnnn3)c(OC)c2)cc1
    4.3 | -18.4 | 1.16 | 5.6 | 4.0 | -1.7 | 14.5 | 1.18 | -15.8
- CCOC(=O)c1c(NC(=O)c2cccc(N3C(=O)CCC3=O)c2)sc2c1CCN(CC)C2
    9.9 | 7.8 | 0.979 | 7.4 | 8.3 | -14.7 | 9.3 | 0.922 | 2.1
- Cc1nn(C)c(C)c1C(=O)NN
    -12.1 | -0.9 | 1.05 | 12.6 | -1.0 | 2.8 | 7.2 | 1.01 | -5.1
- CCCCn1nc(CC(=O)O)c2ccccc2c1=O
    -17.4 | 3.2 | 1.05 | -7.4 | -9.0 | 1.5 | 6.0 | 0.968 | -5.5

Structures above that have a nitro group on carbon (two):
The line under a structure holds: TIM10 inh | hIAP block | mIAP act | NLRP3 yeast inh | Apaf-1 inh | ATG4B inhibitor | tim10-1 inh | hIAP activ | mIAP inh
- CC(=O)c1ccc(N2CCN(c3ccccc3O)CC2)c([N+](=O)[O-])c1
    7.3 | 22.8 | 0.817 | 31.2 | 13.8 | -2.2 | 24.6 | 0.772 | 18.3
- CC(C)Oc1ccc(C(=O)Nc2ccc([N+](=O)[O-])cc2)cc1
    -0.9 | 13.2 | 0.93 | -6.4 | -20.5 | -5.7 | -2.3 | 0.868 | 7.0

(next part)
The line under a structure holds: TIM10 inh | hIAP block | mIAP act | NLRP3 yeast inh | Apaf-1 inh | ATG4B inhibitor | tim10-1 inh | hIAP activ | mIAP inh
- CC(C(=O)NC1(C#N)CCCCC1)N(C)CC(=O)Nc1ccc(Cl)c(Cl)c1 (centres undefined)
    0.4 | -7.9 | 1.56 | -2.9 | 21.1 | -8.5 | 12.8 | 1.08 | -56.3
- Cc1cccc(NC(=O)CSc2nc(C)c(CC(=O)c3ccc(Br)cc3)c(C)c2C#N)c1C
    8.4 | -13.0 | 0.907 | 5.8 | 10.0 | -5.0 | 6.4 | 1.13 | 9.3
- Cc1cc(=O)n(-c2ccccc2)n1C
    0.9 | 6.2 | 1.16 | 9.0 | -4.7 | -1.1 | -18.6 | 0.938 | -15.6
- O=C(NC1CCCC1)C1CCC(CNS(=O)(=O)c2ccc(F)cc2)CC1 (centres undefined)
    -3.0 | 0.2 | 1.02 | -2.5 | -2.9 | -1.6 | -9.1 | 0.998 | -1.7
- COC(=O)c1ccc(C23CC4(C2)[C@H](CN(CC2CCCCC2)[C@@H]4c2ccccc2)C3c2ccc(C(F)(F)F)cc2)cc1 (some centres undefined)
    -2.9 | 18.9 | 1.04 | 12.0 | 21.3 | -9.7 | 1.3 | 0.811 | -3.6
- CC[N+](CC)(CCO)CCCN1C(=O)C2CC=C(Cl)CC2C1=O (centres undefined)
    -3.6 | -9.8 | 1 | 17.2 | -12.3 | -0.2 | -4.9 | 1.1 | -0.4
- COc1cccc(COc2cc3ccccc3nc2C)c1
    31.8 | 15.4 | 0.831 | 9.9 | 17.5 | -6.7 | 34.8 | 0.846 | 16.9
- COc1ccc(S(=O)(=O)N2CCOC2CNC(=O)C(=O)NCCN2CCOCC2)cc1OC (centres undefined)
    9.8 | -20.1 | 0.989 | 8.7 | -9.3 | -0.4 | 0.7 | 1.2 | 1.1
- Cc1c(C)[n+](=O)c(-c2ccc(Br)cc2)c(C)n1[O-]
    8.1 | 14.1 | 0.947 | 20.6 | -8.0 | -6.7 | -5.4 | 0.859 | 5.3
- CCC(C(=O)NC1CCCC1)N(Cc1cccs1)C(=O)Cn1nnc(-c2ccc(OC)c(OC)c2)n1 (centres undefined)
    24.6 | -29.1 | 2.09* | 0.5 | 10.6 | 2.6 | 17.3 | 1.29 | -109.1
- COCCCNC(=O)CSc1ccc(Cl)cc1
    -0.2 | -16.7 | 1.04 | -2.4 | -2.6 | 1.5 | -12.2 | 1.17 | -4.3
- Cc1ccc(N2CC(C(=O)N/N=C/c3sccc3C)CC2=O)cc1 (centres undefined)
    11.1 | 8.8 | 1.02 | 13.2 | -23.8 | 5.9 | 25.9 | 0.912 | -2.5
- OCCOCCOc1ccc(-c2nn[nH]n2)cc1
    -9.0 | -9.8 | 1.11 | 16.8 | 2.7 | -5.4 | 7.9 | 1.1 | -11.2
- CCN(CC)S(=O)(=O)c1cccc(NC(=O)C2SC(=Nc3ccc(C)cc3C)C(C(=O)NC(C)COC)=C2N)c1 (centres undefined)
    17.8 | -6.3 | 1.02 | -6.3 | 37.9 | -26.4 | 3.5 | 1.06 | -2.3
- Cn1c(=O)n(C)c2cc(C(=O)Nc3ccc(Br)cc3)ccc21
    -4.4 | -15.9 | 1.04 | 3.0 | 10.1 | -6.3 | -22.5 | 1.16 | -3.7
- Cc1cc(C)c2c(=O)[nH]c(SCC(=O)NCCc3ccccc3)nc2n1
    -15.4 | 8.5 | 1.18 | -12.2 | 5.6 | -2.7 | -5.5 | 0.915 | -17.6
- Cc1ccc(C(C)C)c(OCC(=O)N2CCOCC2)c1
    -11.1 | 11.8 | 0.959 | -11.3 | -3.5 | -4.5 | 18.2 | 0.882 | 4.1
- O=c1cc(C(F)(F)F)[nH]c(=S)n1-c1ccccc1
    14.7 | -8.8 | 0.941 | 21.3 | -5.5 | -6.4 | 1.8 | 1.09 | 5.9
- Cc1ccc(C(=O)Nc2cc3c(cc2Cl)OCCCO3)cc1
    -1.7 | -11.0 | 1.07 | 33.1 | 5.2 | -6.5 | 2.1 | 1.11 | -6.6
- CCOC(=O)Cc1csc(NC(=O)CN2CCN(c3ccccc3)CC2)n1
    -8.4 | -3.5 | 0.933 | 6.8 | -9.8 | -7.5 | 5.2 | 1.03 | 6.7
- Nc1nc(COc2ccc(F)cc2Cl)nc(N2CCCCC2)n1
    5.8 | 6.8 | 0.974 | -8.0 | 5.1 | 6.7 | 38.3 | 0.932 | 2.6
- CC(=O)Oc1ccc(N(C(C)=O)S(=O)(=O)c2cccs2)c2ccccc12
    32.1 | 10.6 | 0.956 | -15.4 | -23.9 | 1.0 | 34.9 | 0.894 | 4.4

From PubChem
